MITF inh = blocks human microphthalmia-associated transcription factor; O75030; AlphaScreen MITF homodimerization, bead proximity signal; inhibition, % at 2.6 µM; hit rate 0.91% among 650,000; AID 1259374; in the data active means inhibition above about 50%;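 further: 0% = vehicle wells with protein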
Target sequence (O75030 whole entry, looked up): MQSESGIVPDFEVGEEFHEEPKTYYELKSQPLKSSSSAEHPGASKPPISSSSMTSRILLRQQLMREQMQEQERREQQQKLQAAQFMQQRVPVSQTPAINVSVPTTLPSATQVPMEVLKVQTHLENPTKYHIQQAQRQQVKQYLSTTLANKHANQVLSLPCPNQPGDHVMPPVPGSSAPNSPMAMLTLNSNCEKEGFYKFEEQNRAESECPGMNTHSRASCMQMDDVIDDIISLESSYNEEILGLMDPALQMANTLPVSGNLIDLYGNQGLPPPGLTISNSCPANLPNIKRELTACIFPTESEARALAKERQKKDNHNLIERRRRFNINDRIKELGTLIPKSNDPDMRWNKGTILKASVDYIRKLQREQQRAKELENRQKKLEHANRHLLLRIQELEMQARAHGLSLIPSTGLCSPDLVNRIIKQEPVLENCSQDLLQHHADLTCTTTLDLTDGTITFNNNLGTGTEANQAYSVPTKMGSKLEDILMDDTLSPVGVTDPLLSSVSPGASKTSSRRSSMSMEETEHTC
GPR151 ag = activators of human GPR151; activation, % at 11.2 µM; AID 1508602; hit rate 1% among 650,000; PathHunter beta-arrestin GPR151 cells, luminescence; in the data active means activation above about 4.9%;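 further: 0% = median of compound wells and 100% = cells with positive control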
Target sequence (Q8TDV0 whole entry, looked up): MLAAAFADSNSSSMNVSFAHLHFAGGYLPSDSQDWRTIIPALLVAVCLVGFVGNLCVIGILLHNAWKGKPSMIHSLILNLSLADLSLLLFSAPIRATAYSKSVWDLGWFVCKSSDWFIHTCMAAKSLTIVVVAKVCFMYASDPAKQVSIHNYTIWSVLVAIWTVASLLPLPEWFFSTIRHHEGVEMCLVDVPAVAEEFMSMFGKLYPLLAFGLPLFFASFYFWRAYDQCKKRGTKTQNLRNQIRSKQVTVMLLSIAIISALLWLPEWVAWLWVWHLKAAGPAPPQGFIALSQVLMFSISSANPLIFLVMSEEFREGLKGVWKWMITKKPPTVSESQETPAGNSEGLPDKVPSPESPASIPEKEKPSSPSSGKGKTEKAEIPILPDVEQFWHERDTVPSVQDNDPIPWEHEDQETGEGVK
TEAD-YAP block = TEAD-YAP interaction inhibition | HEK-TIYL cells, TEAD-Gal4/YAP UAS-luciferase luminescence | inhibition, % at 9.12 µM | hit rate 1.4% among 640,000 | AID 1259422; in the data active means inhibition above about 32%;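 further: 0% = median of test compound wells and 100% = reference inhibitor wells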
FBW7 activator = human FBW7 E3 ligase activation, primary screen; normalized activity (activation), % at 26.1 µM; Q969H0; AlphaScreen FBW7–phospho-cyclin E peptide binding, activator screen; hit rate 0.13% among 650,000; in the data active means normalized activity above about 1.9%;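 further: purified mutant Fbw7 with reduced substrate affinity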
An asterisk follows results filed as active; & = joins results of further samples. This is a random part of the collection; any-hit rate near 3.4%.

SMILES	MITF inh	GPR151 ag	TEAD-YAP block	FBW7 activator
CC(C)CNC(=O)c1ccc(NC(=O)C(C)(C)C)cc1	-4	-1.9	-43	0.0
Cc1ccccc1Nc1nc(N)nc(COC(=O)c2c(C)noc2C)n1	11	3.0	-7	0.2
NS(=O)(=O)c1ccc(N=Nc2c(O)[nH]c3ccc([N+](=O)[O-])cc23)c([N+](=O)[O-])c1	17	1.0	0	0.5
CCOC(=O)c1cnc2ccc(OCC)cc2c1NCCc1ccc(OC)c(OC)c1	10	0.7	-4	0.2
CN(CC(=O)NCc1ccccc1Cl)S(=O)(=O)c1ccc2[nH]c3c(c2c1)CCCC3	-6	-1.3	0	0.3
Cc1cc(NCCN)n2nc(-c3cccc(F)c3)cc2n1	0	0.0	8	-0.2
COC(=O)c1sc(NC(=O)c2cc3nc(-c4ccc(Cl)c(Cl)c4)cc(C(F)(F)F)n3n2)c(C(=O)OC)c1C	9	-1.5	-3	1.2
COc1ccccc1NC(=O)C1=C(C)NC(=O)NC1c1cc(OC)c(OC)c(OC)c1 (centres undefined)	15	-0.7	7	0.2
Cc1ccc(-c2cc(C(F)(F)F)n3ncc(C(=O)Nc4cccc(C)c4)c3n2)cc1	18	-1.3	-11	0.1
Cc1ccc(C)n1-c1ccc(C(=O)N2CCC(C)CC2)cc1	11	0.6	11	-0.1
C=CCNC(=O)C(=O)Nc1cc(C)ccc1C	3	-0.7	-8	-0.1
Cc1ccc(OCC(=O)Nc2sc3c(c2C#N)CC(C)(C)NC3(C)C)cc1	4	0.1	1	-0.2
COc1ccccc1OCC(=O)Nc1ncc(Cc2cccc(C)c2)s1	5	-0.7	3	0.7
Nc1c(C(=O)Nc2ccccc2)nnn1Cc1ccccc1	-14	-0.2	-34	0.3
O=C(Cc1ccc(O)cc1)NNC(=S)Nc1cccc(F)c1	0	-2.0	2	-0.1
Cc1cc(NC(=O)c2ccccc2)ccc1O	4	-5.4	73*	0.0
Cc1ccc(CNC(=O)C(=O)N2CCCC2)cc1	-1	0.1	-7	0.0
O=c1c2nccnc2n(Cc2ccccc2Cl)c(=O)n1Cc1ccc(F)cc1	12	-1.4	-5	-0.1
CCCCOc1ccccc1C1C(C(=O)OCCOc2ccccc2)=C(C)NC2=C1C(=O)CCC2 (centres undefined)	15	-1.1	11	0.1
COc1ccc(NC(=O)CN2C(=O)CSCC2=O)c(OC)c1	2	1.2	4	-0.4
O=C(/C=C/c1ccccc1)Nc1ccc(S(=O)(=O)N2CCCCC2)cc1	-8	-0.1	6	-0.1
CCc1nc2c(cnn2-c2ccc3ccccc3c2)c(=O)[nH]1	-6	-0.8	-8	-0.1
COc1ccc2c(c1)-c1ccccc1S(=O)(=O)N2C(C)=O	16	-0.3	-6	0.3
COc1ccc(-c2noc(N(C)CC(=O)Nc3ccc(F)cc3)n2)cc1	-3	0.6	-2	-0.1
Cc1cccc2c1[nH]c1nc(N/N=C\c3ccc([N+](=O)[O-])o3)nnc12	7	-0.5	10	0.1
Cc1cc2nc(-c3ccc(Cl)c(NC(=O)c4ccccc4F)c3)oc2cc1C	6	0.2	-9	0.1
Cc1ccc([N+](=O)[O-])cc1NC(=O)COc1ccccc1C	2	2.7	2	0.1
COCCOC(=O)c1cc([N+](=O)[O-])cc([N+](=O)[O-])c1	-7	0.6	6	-0.2
O=[N+]([O-])c1cc(/C=N/Nc2ccc(Br)cc2)c(O)c([N+](=O)[O-])c1	6	0.4	-11	0.2
CCC(=O)Nc1ccc(NC(=O)CSc2nnnn2-c2cccnc2)cc1C	-15	-1.1	0	-0.2
O=C(O)C1(O)C[C@H](O)C(O)[C@@H](O)C1 (some centres undefined)	17	-0.5	-1	0.1
O=c1ccc(-c2cccs2)nn1C[C@H]1CCCN1	-11	-1.1	5	-0.1
CCOc1ccc(N(CC(=O)Nc2cccc(OC)c2)C2=NCCS2)cc1	7	0.0	-1	0.2
O=C1COc2ccc(C(=O)COC(=O)c3ccc(N4CCOCC4)c([N+](=O)[O-])c3)cc2N1	7	-0.2	7	0.0
CCOc1ccccc1NC(=O)Cn1c(C)nc2ccc(NC(=O)C(C)(C)C)cc2c1=O	9	1.0	-4	0.0
COc1ccccc1N1CCN(CC(O)c2ccc3cc[nH]c3c2)CC1 (centres undefined)	-3	-0.3	-12	-0.1
O=C(Nc1ccc(Cl)c2ncsc12)c1ccco1	-2	-2.0	-34	0.1
O=C(Nc1ccc(Oc2ccc(C(=O)O)c(C(=O)O)c2)cc1)c1cccs1	5	-0.2	-5	0.0
COCCNC(=O)CN(c1cccc(C)c1C)S(=O)(=O)c1ccccc1	-12	-0.1	-8	-0.2
Cc1cccc(Cc2cnc(NC(=O)/C=C/c3ccc(Cl)c(Cl)c3)s2)c1	10	-0.6	-6	0.0
N#C/C(=C/c1cn(CC(=O)O)c2ccccc12)c1ccc(C(=O)O)cc1	0	2.3	6	0.1
O=C(C1CCCCC1)N1CCN(c2nc3ccc(F)cc3s2)CC1	13	2.5	-7	0.1
Cc1cc(F)ccc1S(=O)(=O)N1CCCOC1CNC(=O)C(=O)NCc1ccco1 (centres undefined)	9	1.6	5	0.0
CC(C)c1ccc(C(=O)O)c(C(C)C)c1	5	-1.5	-5	-0.1
COc1cc2c(cc1OC)-c1nc3ccccc3c(=O)n1C(C)(C)C2	-12	-1.7	-14	0.1
COC(=O)CN(c1c(C)cccc1C)S(C)(=O)=O	6	0.3	3	-0.1
CCC(=O)N1c2ccccc2C(N(C(=O)CC)c2ccccc2)CC1C (centres undefined)	2	-0.5	9	0.4
Cc1c(NC(=O)c2ccc(S(N)(=O)=O)cc2)cccc1-c1nc2cccnc2s1	20	2.6	30	0.2
CCN(CC)c1nc(NCc2cccc(C(F)(F)F)c2)nc(N2CCN(c3ccccn3)CC2)n1	8	0.6	-2	0.1
COc1ccc(C2(NC(=O)c3nc4nc(C)cc(C(F)F)n4n3)CCCCC2)cc1	-15	0.2	-7	1.0
Cn1c(=O)c2c(nc(N3CCC(C(N)=O)CC3)n2CCSc2ccccc2)n(C)c1=O	8	-0.6	-1	0.1
Cc1cc2c(NC3CCCN(C(=O)C(O)c4ccc(Br)cc4)C3)cccc2nn1 (centres undefined)	26	-0.7	-7	-1.3
CSc1ncccc1C(=O)N(Cc1cccn1C)C1CC1	7	-0.6	4	0.0
CN1CCN(Cc2c(C(=O)N3CCc4ccccc4C3)nc3ccc(Cl)cn23)CC1	2	0.5	-6	-0.1
Fc1ccc(-c2cc(N3CCC4(CC3)OCCO4)nc(-c3ccccc3)n2)cc1	-1	-0.9	-4	0.3
CCOC(=O)COc1ccc(/C=C2\C(=O)NC(=O)N(C)C2=O)cc1OC	5	-2.5	2	-1.1
O=C(CN1C(=O)CCC1=O)Nc1nc(-c2cc([N+](=O)[O-])cs2)cs1	12	0.1	-2	-0.1
COCC(=O)Nc1nnc(SCCN2CCCCC2)s1	17	0.4	-1	0.0
COC(=O)C1CCCN1C(=O)C1CCCN1C(=O)CNC(=O)OCc1ccccc1 (centres undefined)	-10	0.4	-7	-0.1
Cc1ccc(Cc2c(C)nc3nc(SCC(=O)NCC4CCCO4)nn3c2C)cc1 (centres undefined)	3	-0.9	7	-0.1
(further entries)
SMILES	MITF inh	GPR151 ag	TEAD-YAP block	FBW7 activator
O=C1NN(c2ccccc2)C(=O)/C1=C/c1ccc(O)cc1O	-2	-0.5	9	0.1
CN1C(=O)c2ccc(C(=O)Nc3ccc(O)cc3C(=O)O)cc2C1=O	21	0.7	-3	-0.2
CC1(C)CC(CCC(=O)Nc2nncs2)C(=O)O1 (centres undefined)	-8	-1.1	-1	-0.2
O=C(c1nc2ncccn2n1)N1CCOc2ccc(CN3CCc4ccccc4C3)cc2C1	-12	1.3	-5	0.0
O=C(O)CC(NC(=O)C1CCCCC1)c1ccc(F)cc1 (centres undefined)	-6	2.2	0	-0.2
COc1ccc(/C=N/NC(=O)C(C)Nc2ccc(C)cc2)cc1OC (centres undefined)	1	0.1	-6	0.1
CCOC(=O)c1c(NC(=O)c2cccnc2)sc2c1CCC(C(C)(C)C)C2 (centres undefined)	-6	-0.4	-3	-0.1
CCC1(NC)C(=O)c2ccccc2C1=O	-14	-0.9	-8	0.0
C=CCn1c2ccccc2c2nnc(SCC(=O)Nc3sc4c(c3C#N)CCCC4)nc21	-1	0.2	7	0.0
CCc1ccc(CN2CCC(CO)(CCOc3ccccc3)CC2)o1	8	-1.8	2	-0.1
O=C(Nc1ccc(O)c(-c2nc3ccccc3o2)c1)c1ccco1	36	-0.8	4	0.3
O=C1/C(=C\c2ccccc2Cl)SC(=Nc2ccccc2)N1Cc1ccccc1	-1	0.1	-4	0.4
COCCNC(=O)Cn1nc([N+](=O)[O-])c(Cl)c1C	-7	-0.9	2	0.0
COc1ccc(/C=C(\NC(=O)c2ccccc2)C(=O)N2CC3CC(C2)c2cccc(=O)n2C3)cc1OC (centres undefined)	2	2.0	0	-0.1
CCCCCCOc1ccc(N2C(=O)CC(NCCc3ccc(Cl)cc3)C2=O)cc1 (centres undefined)	10	0.2	12	-0.1
C/C(=N\O)C(=O)NCCCNCCCN(C)C	7	-0.9	3	-0.1
N#Cc1c(NC(=O)c2ccc(Br)o2)sc2c1CCCC2	12	-0.3	-40	0.2
COC(=O)c1cccnc1-n1c(=O)c2cccnc2n(CC#N)c1=O	14	-2.3	4	0.5
Cc1ccc(-n2[nH]c(C)c(C=Nc3ccc(Cl)cc3Cl)c2=O)cc1	9	-1.7	11	-0.1
COc1ccc(NS(=O)(=O)c2ccccc2)cc1N1CCCCC1=O	1	1.9	1	0.1

A second format for part of the listing above:
Below each compound: MITF inh, GPR151 ag, TEAD-YAP block, FBW7 activator
CCC1(NC)C(=O)c2ccccc2C1=O
    -14, -0.9, -8, 0.0
C=CCn1c2ccccc2c2nnc(SCC(=O)Nc3sc4c(c3C#N)CCCC4)nc21
    -1, 0.2, 7, 0.0
CCc1ccc(CN2CCC(CO)(CCOc3ccccc3)CC2)o1
    8, -1.8, 2, -0.1
O=C(Nc1ccc(O)c(-c2nc3ccccc3o2)c1)c1ccco1
    36, -0.8, 4, 0.3
O=C1/C(=C\c2ccccc2Cl)SC(=Nc2ccccc2)N1Cc1ccccc1
    -1, 0.1, -4, 0.4

Results in FBW7 activator, for some of the entries so far:
compound,FBW7 activator
C=CCn1c2ccccc2c2nnc(SCC(=O)Nc3sc4c(c3C#N)CCCC4)nc21,0.0
O=C1NN(c2ccccc2)C(=O)/C1=C/c1ccc(O)cc1O,0.1
CC1(C)CC(CCC(=O)Nc2nncs2)C(=O)O1 (centres undefined),-0.2
Cc1ccc(CNC(=O)C(=O)N2CCCC2)cc1,0.0
Cc1cc2c(NC3CCCN(C(=O)C(O)c4ccc(Br)cc4)C3)cccc2nn1 (centres undefined),-1.3
Cc1cc(NC(=O)c2ccccc2)ccc1O,0.0

(next part)
SMILES	MITF inh	GPR151 ag	TEAD-YAP block	FBW7 activator
CC1CCN(S(=O)(=O)c2ccc(F)c(C(=O)NCCc3ccccc3)c2)CC1	-4	0.2	-8	-0.1
Cc1ccc2oc(-c3cc(Br)ccc3O)c(O)c(=O)c2c1	-11	-0.1	-5	0.1
COCCSc1nnc(NC(=O)c2ccccc2)s1	-4	-6.1	-47	-0.3
O=C(Nc1ncc(S(=O)(=O)c2ccc([N+](=O)[O-])cc2)s1)c1ccc(Cl)cc1Cl	5	-1.4	6	0.5
O=C(NCc1cccc(C(F)(F)F)c1)C1CCN(c2ccc(NC3CCN(Cc4ccccc4)CC3)nn2)CC1	15	5.6*	38*	-0.1
CCOc1ccc(C(=O)Nc2nc3c(s2)CCc2ccccc2-3)cc1	-3	4.8	-4	0.0
CCOC(=O)c1ccc2ncc(C(=O)OCC)c(Nc3ccc(OCC)cc3)c2c1	-16	1.5	-4	-0.1
Cc1cccc(NC(=O)c2c(O)c3ccccc3n(C)c2=O)c1C	-8	-0.9	12	-0.1
Cc1nn(C)c(C)c1NC(=O)/C=C/c1ccco1	18	0.1	-1	0.0
CCOc1ccccc1NC(=O)Cn1c(-c2ccc(Cl)cc2)noc1=O	17	0.0	-3	1.0
O=C(Nc1ccc(Nc2ccccc2)cc1)NC1CC(=O)N(c2ccccc2)C1 (centres undefined)	-4	-0.2	13	-0.2
O=C(c1nsnc1-c1ccccc1O)N1CCCC1	4&2	-0.5&0.5	13&-2	0.2&-0.2
COc1cc(C2C(=O)N(C3CCC(C)CC3)CC(=O)N2C2CC2)ccc1OC(C)C (centres undefined)	13	-2.0	8	0.2
CC(=O)Nc1ccc(NC(=O)c2cc(Nc3ccc(N4CCOCC4)cc3)nc3ccccc23)cc1	8	2.1	-5	0.4
CCN(CC)c1ncnc2sc(C(=O)N3CCN(Cc4ccccc4)CC3)c(C)c12	4	-1.1	4	0.0
O=C(c1ccccc1)c1ccc2[nH]c(=S)[nH]c2c1	-11	-1.0	-7	-0.1
CC1=CC2=NC(=O)/C(=C\c3ccc(OC(C)c4ccccc4)cc3)C(=N)N2O1 (centres undefined)	13	0.0	8	0.1
O=C(Oc1ccccc1)c1cc2c(cc1Cl)N1CCCCCC1=NS2(=O)=O	12	1.2	13	0.1
Cc1ccc(-c2c(N3CC(C)CC(C)C3)c(=O)c2=O)cc1C (centres undefined)	12	0.8	0	0.2
CC(=O)NCCn1c(SCC(=O)Nc2ccc(C)cc2)nc2ccccc2c1=O	-3	1.1	-2	-0.1
CC(=O)Nc1ccc(S(=O)(=O)N2CCCCC2c2cccnc2)cc1 (centres undefined)	3	-0.5	-16	-0.1
CCOc1ccccc1NC(=O)NCc1noc2ccc(C)cc12	4	1.6	12	0.1

Compound activity (PubChem)
